Compound activity (PubChem BioAssay)
PAD4 inhibitors: human PAD4 inhibitors, primary screen, biochemical, fluorescence polarization (AID 463073); recombinant PAD4, RFA probe fluorescence polarization; hits give high values; inhibition, % at 5 µM; 0.5% of 2,000 active;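 active = inhibition above 30%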;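 also: 0% = PAD4 with DMSO and 100% = wells lacking PAD4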
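Material – recombinant PAD4 · Amount – PAD4 at 2 µM in dispensed buffer, before additions · Medium – Ca2+-containing HEPES pH 7.6, TCEP · Doses – one dose, 5 µM final · Schedule – 30 min 25 °C preincubation, 5 h 37 °C labeling · Measured by – FP, ex 525 nm, em 598 nm · Benchmarks – wells lacking PAD4 as full-inhibition control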
Active calls of the source: *. A portion of the library; the hit share may differ from the screen's.

cpd | PAD4 inhibitors | compound
1 | 9.1 | O=c1nc2n(c3c1oc1ccccc13)Cc1ccccc1-2
2 | 0.4 | Cc1ccc(C)c(OCCCC(C)(C)C(=O)O)c1
3 | 1.6 | COc1ccc(-c2[nH]ncc2CN(CCO)Cc2cccs2)c(F)c1
4 | -0.8 | O=C(O)[C@H](Cc1ccccc1)NC(=O)N1CCC(Cc2ccccc2)CC1
5 | -0.5 | CC(=O)N1CCn2c3c(c4cc(C)ccc42)CCCC31 (stereo unspecified)
6 | 5.3 | CS(=O)(=O)c1cccc(C(=O)Oc2ccccc2)c1
7 | 3.0 | COc1ccc(CCN=CC2=C(O)CC(C)(C)CC2=O)cc1
8 | 5.5 | COc1ccc2oc(C)c(C(N)=O)c2c1
9 | -1.4 | CN(C)CCCNc1ncnc2c1cnn2-c1ccccc1
10 | 4.0 | COc1cc(CNc2ccc(C)c(C)c2)cc(OC)c1OC
11 | -0.2 | O=C(/C=C/c1ccco1)Nc1ccccc1C(=O)O
12 | 4.4 | C/C(=N\NC(=O)C1(C)CC1(Br)Br)c1ccc([N+](=O)[O-])cc1 (stereo unspecified)
13 | -2.5 | O=C(CNC(=O)OCc1ccccc1)NC1CCCCCC1
14 | 7.0 | Cc1ccc(S(=O)(=O)n2ccnc2)cc1C
15 | 4.6 | O=P(c1ccccc1)(c1ccccc1)c1nc(-c2ccc(Cl)cc2)oc1N1CCOCC1

5 entries from above, as a markdown table.
| cpd | compound | PAD4 inhibitors |
| --- | --- | --- |
| 1 | O=c1nc2n(c3c1oc1ccccc13)Cc1ccccc1-2 | 9.1 |
| 2 | Cc1ccc(C)c(OCCCC(C)(C)C(=O)O)c1 | 0.4 |
| 3 | COc1ccc(-c2[nH]ncc2CN(CCO)Cc2cccs2)c(F)c1 | 1.6 |
| 4 | O=C(O)[C@H](Cc1ccccc1)NC(=O)N1CCC(Cc2ccccc2)CC1 | -0.8 |
| 5 | CC(=O)N1CCn2c3c(c4cc(C)ccc42)CCCC31 (stereo unspecified) | -0.5 |

Three successive compounds already listed, quoted:
cpd | PAD4 inhibitors | compound
7 | 3.0 | COc1ccc(CCN=CC2=C(O)CC(C)(C)CC2=O)cc1
8 | 5.5 | COc1ccc2oc(C)c(C(N)=O)c2c1
9 | -1.4 | CN(C)CCCNc1ncnc2c1cnn2-c1ccccc1
